Screening results from PubChem.
TDP1 cell noCPT: qHTS for Inhibitors of human tyrosyl-DNA phosphodiesterase 1 (TDP1): qHTS in cells in absence of CPT; DT40 Tdp1-/- hTDP1 cells, no CPT, ATP luminescence, 48 h; Potency, µM (highest dose often 46.2 µM), for inactives: top-dose activity change, negative = growth inhibition, most hits filed as inhibitors; 420,000 compounds, 15% hits; AID 686978, 2013; further: nearly all actives have a fitted effect of over 55% in size
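Chicken DT40 Tdp1-/- cells complemented with human TDP1, screened without camptothecin (DMSO vehicle only), 400 cells/well. Compounds pin-transferred, cells incubated at 37 °C for at least 48 hr. Growth read as ATP-dependent luminescence (CellTiter-Glo, 30 min at RT).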
TDP1 cell CPT: growth inhibition of DT40 Tdp1-/-;hTDP1 cells with camptothecin (screen for TDP1 inhibitors). chicken DT40 Tdp1-/-;hTDP1 cells + 20 nM CPT, ATP luminescence, 48 h. Potency, µM (highest dose often 46.2 µM), inactives show top-dose activity change, negative = growth inhibition, hits mostly inhibitors. 420,000 compounds, 12% hits. AID 686979; further: nearly all actives have a fitted effect of over 55% in size
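Cell growth measured by CellTiter-Glo luminescence after a minimum 48 h, 37 C compound exposure with 20 nM CPT in Tdp1-knockout DT40 cells stably expressing hTDP1, seeded 400/well; qHTS titration format.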
TDP1 inh: inhibitors of human tyrosyl-DNA phosphodiesterase TDP1; Q9NUW8; recombinant TDP1, AlphaScreen DNA substrate cleavage; Potency, µM (highest dose often 130 µM), inactives show at the top dose activity change, negative = inhibition, usual class: inhibitors; 350,000 compounds, 0.28% hits; further: nearly all actives have a fitted effect of over 40% in size
Target sequence (Q9NUW8 whole entry, looked up): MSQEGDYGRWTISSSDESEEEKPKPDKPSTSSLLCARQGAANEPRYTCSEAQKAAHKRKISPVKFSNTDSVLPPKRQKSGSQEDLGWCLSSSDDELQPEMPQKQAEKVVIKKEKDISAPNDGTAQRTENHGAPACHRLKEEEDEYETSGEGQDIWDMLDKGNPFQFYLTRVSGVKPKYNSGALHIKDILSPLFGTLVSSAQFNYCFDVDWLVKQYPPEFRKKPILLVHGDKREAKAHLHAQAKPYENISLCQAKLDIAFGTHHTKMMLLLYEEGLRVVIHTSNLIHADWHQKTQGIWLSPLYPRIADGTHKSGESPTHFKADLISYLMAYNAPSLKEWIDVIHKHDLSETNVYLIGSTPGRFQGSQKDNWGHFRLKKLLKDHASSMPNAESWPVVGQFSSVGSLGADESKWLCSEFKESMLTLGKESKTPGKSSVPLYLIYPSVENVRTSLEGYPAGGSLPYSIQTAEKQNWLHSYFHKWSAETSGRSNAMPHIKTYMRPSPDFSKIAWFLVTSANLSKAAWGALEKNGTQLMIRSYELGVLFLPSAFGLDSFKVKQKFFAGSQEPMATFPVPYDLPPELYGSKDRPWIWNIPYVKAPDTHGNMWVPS
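Signal: AlphaScreen proximity between streptavidin donor and anti-FITC acceptor beads on intact substrate. Reaction: Tdp1 1 nM, substrate 15 nM final, 5 min RT after 15 min compound preincubation.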
* hit, by the source's call; u = inconclusive; x = not tested or not shown; [ ] = another dose, or the depositor's remark. The call rests on the fitted dose curve; in most records, active means well fitted curve in the direction sought with a large enough effect; inconclusive means small, poorly fitted or top-dose-only effect, or another doubt; inactive means no such curve, though single readings can be large; an effect the other way counts as inactive or inconclusive. On the % scale 0 is the no-effect control and ±100 the full control effect; potency means the concentration at half of the fitted maximal effect. Random draw from the library; any-hit rate near 18%.

Preview:
structure,TDP1 cell noCPT,TDP1 cell CPT,TDP1 inh
O=C(Nc1ccccc1)c1cc(-c2ccccc2Cl)no1,16.4µM*,16.4µM*,2.1%
C#CCOCCOCCOCCNc1nc(N2CCN(C(=O)[C@H](CCCCN)n3cc([C@@H](N)C(C)CC)nn3)CC2)nc(N2CCN(C(=O)[C@H](Cc3cc4ccccc4[nH]3)n3cc([C@@H](N)CC(C)C)nn3)CC2)n1 (stereo not given in full),-4.6%,0.8%,5.1%

The whole of this part, previewed entries included:
structure,TDP1 cell noCPT,TDP1 cell CPT,TDP1 inh
O=C(Nc1ccccc1)c1cc(-c2ccccc2Cl)no1,16.4µM*,16.4µM*,2.1%
C#CCOCCOCCOCCNc1nc(N2CCN(C(=O)[C@H](CCCCN)n3cc([C@@H](N)C(C)CC)nn3)CC2)nc(N2CCN(C(=O)[C@H](Cc3cc4ccccc4[nH]3)n3cc([C@@H](N)CC(C)C)nn3)CC2)n1 (stereo not given in full),-4.6%,0.8%,5.1%
Cc1c(OC(=O)c2ccc([N+](=O)[O-])cc2)c2c(c[n+]1C)COC(C)(C)OC2,-6.1%,-17.8%,3.8%
NC(=O)C1CCN(C(=O)CCc2nc3sc4c(c3c(=O)[nH]2)CCCC4)CC1,-2.4%,-1.0%,x
Cc1cc(OCCn2cc(/C(N)=N/O)c3ccccc32)ccc1Cl,u,25.9µM*,7.9%
Nc1ncnc(Nc2cccc(Cl)c2Cl)n1,24.3%,18.6%,4.8%
Fc1ccc(N2CCN(Cc3nnc(-c4ccccc4)o3)CC2)cc1,-13.9%,-35.1%,1.1%
CC1(C)NC(=O)N(CNc2cc(Cl)ccc2Cl)C1=O,-9.8%,-11.0%,4.5%
Cc1ccc(-c2csc(NC(=O)c3ccco3)n2)cc1C,u,-8.8%,x
Fc1ccc(CNC(=S)NCc2ccccc2)cc1,-7.3%,8.5%,-1.5%
CC(N)C(=O)NC(C(=O)NC(C)C(=O)Nc1cccc2ccccc12)C(C)C (stereo not given),-5.0%,-16.8%,x
O=C(Nc1nnc(-c2cccs2)o1)c1cccc(C(F)(F)F)c1,5.17µM*,5.17µM*,12.8%
COc1ccc(CCNC(=O)c2cc3c(=O)n(C)c4ccccc4c3s2)cc1OC,u,-6.9%,4.7%
CCc1ccc(NC(=O)CSc2nnc(-c3ccco3)o2)cc1,-0.5%,-14.8%,4.5%
Cc1cc(Cl)c(S(=O)(=O)NC(C(=O)O)C(C)C)cc1OCC(=O)NC1CCCCC1 (stereo not given),-4.9%,2.6%,-1.5%
CC1C(=O)N(Cc2cn(CCC3OCCCO3)nn2)CCS(=O)(=O)N1Cc1ccc(-c2ccccc2)cc1 (stereo not given),16.4µM*,u,x
Cc1c(C)c2ccc(OCC(=O)Nc3ccc(S(N)(=O)=O)cc3)c(C)c2oc1=O,23.5%,-0.4%,-17.9%
O=c1[nH]c(C2CCN(S(=O)(=O)c3ccc(C(F)(F)F)cc3)CC2)nc2c1nnn2Cc1ccc(F)cc1,u,u,x
N#Cc1cnn(-c2ccccc2)c1NC(=O)CN1CCN(c2ccccc2)CC1,23.1µM*,u,4.1%
CC(=O)N1CCCc2cc(S(=O)(=O)N(C)Cc3ccccc3)ccc21,20.6µM*,u,4.5%
Oc1cccc2ccc(/C=C/c3ccccc3Br)nc12,5.8µM*,6.51µM*,x
CC(C)(C)OC(=O)C[C@H]1C/C=C\C[C@@H](CC(=O)N[C@H](CO)Cc2ccccc2)C(=O)NC[C@@H](c2ccccc2)OC1=O,18.4µM*,u,0.8%
O=c1[nH]c(-c2ccc3c(c2)OCO3)nc2c1sc(=S)n2-c1ccccc1,u,7.5%,2.9%
COc1cccc(/C=N/n2c(CO)nc3ccccc32)c1OC,-29.6%,-8.9%,2.5%
CCC(O)c1c(-c2ccccc2)nn(C)c1Cl (stereo not given),14.6µM*,u,-1.6%
COC(=O)CCC(=O)OC1(C)C(=O)C2=CN(CC3CC3)C(c3ccc(OC)cc3)=CC2=C(Br)C1=O (stereo not given),-15.2%,u,2.4%
C=Cc1ccc(Cn2c(C(=O)OC)cc3sc(C)cc32)cc1,-27.6%,15.1%,2.0%
Cc1ccc(Nc2nc3ccccc3n3cnnc23)cc1Cl,u,u,x
CCNS(=O)(=O)c1ccc(NS(C)(=O)=O)cc1,-18.8%,6.1%,-2.0%
O=C(c1ccc(F)cc1)N1CCC(C(=O)N(Cc2ccccc2)c2ccccc2)CC1,18.4µM*,23.1µM*,-0.6%
CCOC(=O)C1=C(C)NC(SC)=C(C#N)C1CC(C)C (stereo not given),3.66µM*,3.66µM*,0.0%
O=C(NCCN1CCOCC1)c1cc(=O)[nH]c2ccc(Br)cc12,3.5%,10.7%,4.8%
COc1cccc(-c2ccc3c(N)c(C(=O)Nc4ccccc4C)sc3n2)c1,23.1µM*,u,-12.3%
CCc1nc2ccc(C(=O)N3CCN(S(=O)(=O)CC)CC3)cn2c1N(CC)Cc1cccc(Br)c1,u,23.1µM*,x
O=C(NCc1ccc(F)cc1)C1CCCN1S(=O)(=O)c1cccc2nsnc12 (stereo not given),0.7%,4.3%,6.5%
CCCCn1cc(S(=O)(=O)c2ccc(OC)cc2)c(=O)c2cc(F)c(F)cc21,u,18.4µM*,1.3%
Cc1ccc(OCCCCNC2CCCCC2)c(C)c1,11.6µM*,20.6µM*,5.5%
NC(=S)Nc1cccc2cc3ccccc3cc12,u,-28.3%,7.9%
OC(COCc1ccccc1)Cn1cnc2ccccc21 (stereo not given),u,u,3.1%
CCNC(=O)COc1ccc(S(=O)(=O)Nc2ccccc2)cc1,-23.3%,-5.5%,-4.0%
O=C(Nc1ccc2c(c1)OCCO2)c1cccc(Cl)c1,u,-28.1%,x
Cc1cccc(COc2ccccc2/C=N/Nc2ccc([N+](=O)[O-])cc2)c1,20.6µM*,u,6.8%
CCc1cc(C(=O)N(CC)CC(=O)Nc2c(F)cccc2F)sc1C,u,u,x
CCc1c(C(=O)Nc2ccc(OC)cc2)[nH]c(C)c1C(C)=O,u,u,6.9%
CC(C(=O)NCCN1C(=O)S/C(=C\c2cccs2)C1=O)N1C(=O)c2ccccc2C1=O (stereo not given),-19.9%,21.5%,-2.7%
COC(=O)N1CCC2(CCCN(C(c3ccccc3)c3ccccc3)C2)CC1,-24.9%,12.9%,x
CC1Sc2ccc(S(=O)(=O)N3CCC(C(=O)Nc4cccc(Cl)c4)CC3)cc2NC1=O (stereo not given),18.4µM*,u,3.7%
COC(=O)c1ccccc1-c1cc(C)cc2c1OC(CNC(=O)c1cc(C)n(C)n1)C2 (stereo not given),u,8.1%[9.04 µM],x
O=C(NCC1CCCO1)c1ccc(NC(=O)c2cccc(Cl)c2)cc1 (stereo not given),-28.1%,-5.4%,x
CCOc1ccc(C(=O)Nc2ccc3nc4c(c(Nc5ccccc5OC)c3c2)CCCC4)cc1,4.61µM*,4.11µM*,11.5%

The list goes on.
structure,TDP1 cell noCPT,TDP1 cell CPT,TDP1 inh
Clc1ccc(CNCc2cccs2)cc1Cl,-21.6%,-26.3%,3.8%
O=C(NC1CCCC1)C1(c2ccccc2)CCN(S(=O)(=O)c2ccccc2)CC1,u,-9.3%,-4.7%
COC(=O)c1[nH]c2ccc(Br)cc2c1NC(=O)CN1CCCCC1CCO (stereo not given),u,u,0.0%
CC(C)c1ccc(NC(=O)C2Cc3c(-c4cccc(C(N)=O)c4)ccnc3O2)cc1 (stereo not given),u,16.4µM*,x
Cc1scc(CN2CCN(c3ccc(F)cc3)CC2)c1C,u,u,2.6%
Cc1ccc(NC(=O)CN2CCC(C(=O)c3ccc(F)cc3)CC2)cc1,u,u,1.1%
COc1ccc2c(c1)C1=NN(/C(C)=C\C(C)=O)C(c3ccccc3)C1CC2 (stereo not given),u,18.4µM*,-5.0%
NC(=O)NC(=O)COC(=O)c1ccc2c(c1)C(=O)N(Cc1ccccc1)C2=O,-11.5%,-3.3%,-2.9%
CCOCCCn1c(SCC(=O)NCc2ccccc2)nc2c(sc3ccccc32)c1=O,u,-25.9%,7.4%
CC(Cc1ccc(Cl)cc1)N1CCC(n2nccc2NC(=O)C2CCCC2)CC1 (stereo not given),u,u,7.0%
CC1Cc2ccccc2N1C(=O)C1CCCN(S(=O)(=O)c2cccc3cccnc23)C1 (stereo not given),13µM*,13µM*,2.6%
Cc1cc2c(=O)n(Cc3ccco3)c(SCC(=O)NCc3ccco3)nc2s1,-21.5%,-21.9%,-6.9%
COc1ccc(C(=O)NC(C)CCCC(C)(C)O)cc1OC1CCN(C(C)=O)CC1 (stereo not given),0.4%,-1.4%,2.3%
O=C(N/N=C/c1ccc2c(c1)OCO2)c1cccnc1,-20.6%,-22.2%,-0.8%
COc1ccc(S(=O)(=O)c2c(C(=O)c3ccc(C)c(C)c3)cnc3ccc(F)cc23)cc1,6.51µM*,7.31µM*,4.9%
COc1cccc(C2CC(c3cccs3)=NN2C(=O)CSc2nc3ccccc3o2)c1OC (stereo not given),23.1µM*,25.9µM*,0.0%
COc1cccc(CNC(=O)C2Cc3cc(S(=O)(=O)N4CCCC4)ccc3N2C(C)=O)c1OC (stereo not given),-2.4%,-15.5%,0.6%
COc1cc2c(cc1OC)C(c1ccccc1O)N(C1CC(=O)N(c3ccccc3)C1=O)CC2 (stereo not given),1.4%,-13.3%,7.7%
N#CCC(=O)N/N=C/c1ccc(OS(=O)(=O)c2ccccc2)cc1,-29.9%,u,0.0%
COc1ccc(-c2cnnn2-c2ccc(NC(=O)/C=C/c3ccc(OC)c(OC)c3)cc2)cc1,u,u,4.6%
CN(C)c1ncc2ncc(=O)n(C[C@H]3CCCO3)c2n1,u,u,x
O=C(CSc1ccccc1)Nc1nc2ccccc2[nH]1,20.6µM*,u,2.7%
CCN1C(=O)[C@H]2[C@@H](c3ccc(-c4cccc(Cl)c4)c(OC)c3)N3CCCC[C@@]3(C(=O)OC)[C@H]2C1=O,23.1µM*,u,-1.2%
CCN(CC)CCNCc1cc(Cl)ccc1OCc1ccccc1F,u,u,8.1%
Cc1ccc(S(=O)(=O)NC2CC2)cc1[N+](=O)[O-],-6.9%,-3.6%,x
COc1ccc(/C=C/C(=O)NC(C)(C)C)cc1S(=O)(=O)N1CCOCC1,-6.9%,-13.2%,-2.6%
c1ccc(-c2nnc(-c3ccccn3)nn2)nc1,u,14.6µM*,x
COc1ccc(C(=O)OCC(=O)N(C)C2CCS(=O)(=O)C2)cc1Br (stereo not given),19.0%,-0.9%,-4.6%
COc1cc(C(=O)NC(=S)NNC(=O)[C@H]2C[C@@H]2c2ccccc2)cc(OC)c1OC,-14.6%,-10.4%,11.4%
O=C(CN1CCN(Cc2ccc(F)cc2Cl)S1(=O)=O)Nc1ccc(F)cc1,14.6µM*,11.6µM*,2.8%
CC(OC(=O)CNS(=O)(=O)/C=C/c1ccccc1)C(=O)Nc1ccc(S(=O)(=O)N2CCCC2)cc1 (stereo not given),-12.5%,-1.1%,8.5%
CCOc1ccc(N2C(=O)CC(N3CCN(c4ccccc4OC)CC3)C2=O)cc1 (stereo not given),-0.9%,-20.9%,x
O=C(CC(=O)c1ccccc1)Nc1cccc([N+](=O)[O-])c1,u,u,x
COc1cc2c(cc1OC)-c1cc3nc4ccccc4nc3n1C(C)(C)C2,8.41µM*,11.9µM*,13.1%
S=C(NCc1ccncc1)Nc1ccc(Cl)cc1,u,-24.0%,3.1%
COc1ccc(CNC(=O)c2cc(S(=O)(=O)N3CCCCC3)ccc2Cl)cc1OC,18.4µM*,u,-0.1%
O=C(Cn1c(=O)c2ccccc2n(CC(=O)Nc2ccc(F)cc2)c1=O)NCCc1ccccc1,u,-13.8%,-5.0%
O=C(Cn1c(=O)c2cccn2c2ccc(F)cc21)NCCCN1CCN(c2ccccc2F)CC1,u,u,5.9%
c1ccc(SCc2nc3ccccc3[nH]2)cc1,-29.2%,u,3.2%
O=C(NC1CCCc2ccccc21)c1cccnc1 (stereo not given),-24.2%,-6.9%,2.0%
O=C(Cn1cnc2ccccc2c1=O)c1cccs1,u,-12.0%,3.5%
COc1ccc(/C=C/C(=O)NC(=S)NNC(=O)Cc2cccs2)cc1,u,20.6µM*,10.9%
Nc1[nH]c(C(=O)c2ccccc2)c(-c2ccc(Cl)cc2)c1C(=O)NCCc1c[nH]c2ccccc12,u,u,x
